# Statin myotox sup: protects C2C12 myotubes from simvastatin toxicity; AID 602340; ATP luminescence, 48 h; scaled: DMSO 0, geranylgeraniol control 100; rescue of ATP level, % at 7.49 µM; actives 0.78% (n = 330,000);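 active = mean ATP rescue above about 67%, or every replicate alone reaching that limit, limit read from the data, passing the limit was not always enough; inconclusive = no clear call, values can overlap the other calls; inactive = mean under the limit and some replicate under it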;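 note: myotubes were challenged with 10 µM simvastatin during compound exposure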
# S100A4 inh HTS: S100A4-myosin IIA interaction inhibition; actives 0.14% (n = 360,000); P26447; inhibition, % at 10.7 µM; S100A4/TAMRA-MyoIIA peptide fluorescence polarization;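 active = mean inhibition of at least 70% across replicates, with every replicate also reaching that level; inconclusive = mean inhibition reaches 70% but some replicates fall short; inactive = mean inhibition below 70%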
# Target sequence (P26447 whole entry, looked up): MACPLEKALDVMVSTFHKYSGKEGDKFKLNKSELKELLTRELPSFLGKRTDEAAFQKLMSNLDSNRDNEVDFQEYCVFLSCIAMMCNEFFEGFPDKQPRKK
#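 Material: S100A4 monomer protein | Medium: HEPES pH 7.2 with CaCl2, KCl, NaCl, DTT, Triton | Reagent: Labelled myosin peptide probe, 5 nM | Doses: One dose per compound | Times: 5 min incubation before reading | Benchmarks: Neutral control DMSO, positive control TFP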
# SIRT5 block: sirtuin-5 (human) deacylase inhibition. AID 652115. Purified SirT5, succinyl-peptide AMC, trypsin-coupled fluorescence. inhibition, % at 15 µM. actives 1.1% (n = 330,000). Q9NXA8; in the data active = inhibition above about 15%; inconclusive = no clear call, values can overlap the other calls
# Target sequence (Q9NXA8 whole entry, looked up): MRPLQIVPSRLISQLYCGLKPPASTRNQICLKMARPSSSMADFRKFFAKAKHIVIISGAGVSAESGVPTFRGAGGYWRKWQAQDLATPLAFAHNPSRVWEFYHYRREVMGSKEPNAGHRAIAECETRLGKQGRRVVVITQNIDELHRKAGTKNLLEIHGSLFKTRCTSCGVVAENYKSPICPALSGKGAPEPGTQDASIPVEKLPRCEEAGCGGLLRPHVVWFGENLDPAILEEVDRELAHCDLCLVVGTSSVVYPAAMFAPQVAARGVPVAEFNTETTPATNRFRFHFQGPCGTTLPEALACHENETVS
# PglD DTNB: PglD (C. jejuni) enzyme inhibition; inhibition, % at 12.5 µM; actives 0.098% (n = 360,000); purified PglD enzyme, DTNB colorimetric CoA detection; in the data active = inhibition above about 16%, passing the limit was not always enough; inconclusive = no clear call, values can overlap the other calls; note: strong numbers were not always called active
# E-selectin induc: induces E-selectin expression in human endothelial cells; P16581; HUVEC E-selectin immunofluorescence imaging; normalized: neutral wells 0, TNF-alpha wells 100; activation, % at 7.58 µM; actives 0.37% (n = 260,000);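 active = mean E-selectin-positive cell signal at least 10% of the positive control, reached in at least 60% of replicates, without over 20% cell loss; inconclusive = no rule given, readout overlaps actives, possibly toxicity-flagged; inactive = the rest, including those meeting only one limit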;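 note: in these data hits start at about 27%; measured in HUVEC primary endothelial cells; signal is the percent of cells scored E-selectin positive by PE staining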
# Target sequence (P16581 whole entry, looked up): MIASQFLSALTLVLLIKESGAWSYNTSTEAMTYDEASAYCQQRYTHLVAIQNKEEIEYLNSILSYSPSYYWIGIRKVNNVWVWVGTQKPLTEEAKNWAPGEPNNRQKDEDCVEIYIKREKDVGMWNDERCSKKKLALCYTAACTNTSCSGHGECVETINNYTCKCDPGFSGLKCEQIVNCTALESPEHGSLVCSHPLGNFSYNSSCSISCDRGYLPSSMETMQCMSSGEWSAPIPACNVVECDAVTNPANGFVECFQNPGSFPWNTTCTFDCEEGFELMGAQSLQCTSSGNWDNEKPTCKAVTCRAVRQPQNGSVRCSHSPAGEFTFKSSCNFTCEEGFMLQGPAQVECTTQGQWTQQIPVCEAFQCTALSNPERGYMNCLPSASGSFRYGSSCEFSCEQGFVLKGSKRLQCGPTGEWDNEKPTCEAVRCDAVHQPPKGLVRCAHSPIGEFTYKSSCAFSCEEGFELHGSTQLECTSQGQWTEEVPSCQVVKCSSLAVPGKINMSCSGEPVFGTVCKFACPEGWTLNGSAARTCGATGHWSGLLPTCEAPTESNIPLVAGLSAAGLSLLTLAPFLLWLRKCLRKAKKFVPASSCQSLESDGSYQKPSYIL
#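 Material: HUVEC primary endothelial cells; Amount: 3,000 cells per well; Dosing: single concentration; Medium: EGM-2 growth medium on 0.1% gelatin-coated wells; Read-out basis: percent E-selectin-positive cells; Signal: immunofluorescence imaging; Control set: TNF-alpha, DMSO.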
# ERp5 inh: inhibitors of human ERp5 | Q15084 | ERp5 insulin aggregation, absorbance 650 nm, 90 min | inhibition, % at 9.99 µM | actives 0.05% (n = 350,000) | AID 651711;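 active = mean replicate inhibition above about 25%, with every replicate also reaching it, limit read from the data, passing the limit was not always enough; inconclusive = only one of those two criteria met; inactive = neither criterion met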
# DENV2 CPE: DENV2-induced cell death inhibition. AID 651640. DENV2-infected cells, cytopathic effect rescue, plate reader. CPE inhibition, % at 9.99 µM. actives 1.7% (n = 350,000); in the data active = CPE inhibition above about 20%, passing the limit was not always enough; inconclusive = no clear call, values can overlap the other calls; tested in BHK-21 cells;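 note: 0% = median of neutral control wells and 100% = median of positive control wells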
# * = called active by the depositor; ? = inconclusive; nt = no result given.
1	O=C(CSc1nc2[nH]c(=O)cc(O)c2s1)Nc1nccs1
2	Cc1cc(C)nc(SCC(=O)N(C)CC(=O)Nc2c(Cl)cccc2Cl)n1
3	CCC(C)(C)NC(=O)C(c1ccc(F)cc1)N(Cc1cccs1)C(=O)c1cnccn1 (configuration not stated)
4	C[C@H]1CN([C@@H](C)CO)C(=O)Cc2cc(NC(=O)Nc3ccc(C(F)(F)F)cc3)ccc2O[C@H]1CN(C)Cc1ccccc1
5	CN(CC(=O)NCCC1=CCCCC1)S(=O)(=O)c1ccc2c(c1)CCC(=O)N2
6	O=C(O)c1c[nH]c2ccc(S(=O)(=O)N3CCN(c4ccc(F)cc4)CC3)cc2c1=O
7	O=C(COC(=O)/C=C/c1ccc(OC(F)F)cc1)Nc1ccc2[nH]c(=O)[nH]c2c1
8	COCC(=O)N1CCCCN2[C@H](CO)[C@H](c3ccc(C#Cc4ccccc4)cc3)[C@@H]2C1
entry no.	1	2	3	4	5	6	7	8
Statin myotox sup	35	12	-3	-29	5	-19	-3	16
S100A4 inh HTS	15	-1	0	8	1	-2	1	-5
SIRT5 block	3	3	1	4	-2	1	nt	1
PglD DTNB	8	-2	-1	-2	-3	0	-8	2
E-selectin induc	0.2	nt	0.5	0.6	nt	nt	0.1	0.4
ERp5 inh	1	1	1	4	-10	-1	-5	-4
DENV2 CPE	2	11	1	-2	-4	0	-1	14

9	CO[C@H]1CN(C)C(=O)c2cc(NC(=O)C3CC3)ccc2OC[C@H](C)N(CCc2ccccc2)C[C@@H]1C
10	CC(=O)Cn1ncc(Br)c(Br)c1=O
11	CCC(=O)N1C[C@H](O)COC[C@H]2O[C@@H](CC(=O)N3CCCCC3)CC[C@@H]21
12	O=C(CCNC(=O)c1ccc(Cl)cc1)NN1C(=O)NC2(CCCCC2)C1=O
13	COCC(=O)N1CCC(n2nccc2NC(=O)CCOc2ccccc2)CC1
14	CCCNC(=O)Nc1ccc2c(c1)OC[C@@H](C)N(C(=O)C1CCC1)C[C@@H](C)[C@H](OC)CN(C)C2=O
15	Cc1ccc(-c2cc(C(=O)N3CCCCC3)c3ccccc3n2)cc1C
16	Cc1cc(=O)oc2cc(NC(=O)COc3ccccc3[N+](=O)[O-])ccc12
entry no.	9	10	11	12	13	14	15	16
Statin myotox sup	-3	-4	4	1	4	12	-5	6
S100A4 inh HTS	nt	3	13	0	-2	-1	13	1
SIRT5 block	nt	0	-1	0	-5	-1	-3	-6
PglD DTNB	0	2	4	6	-3	3	-3	1
E-selectin induc	-0.1	0.8	0.2	0.2	nt	-0.2	nt	nt
ERp5 inh	nt	5	1	-4	6	3	-2	-17
DENV2 CPE	nt	6	8	8	4	3	-3	6

17	COc1cccc(NC(=O)COC(=O)C2CC2)c1
18	COc1ccccc1-c1cn(CC[C@@H]2CC[C@@H](NC(=O)NC(C)C)[C@H](CO)O2)nn1
19	CN(CC(=O)Nc1ccccc1Cl)C(=O)COC(=O)c1ccc(Cl)nc1
20	COc1cccc(NS(=O)(=O)c2ccc3c(c2)CC(=O)N3)c1
21	O=C(COC(=O)c1c[nH]c2ccccc12)NC1CCCC1
22	COC(=O)c1cc2n(n1)CCN(Cc1cccc(OC)c1)C2=O
23	CCC(C)(C)C1CCc2[nH]nc(C(=O)NCCCNC(=O)OC(C)(C)C)c2C1 (configuration not stated)
24	O=Nc1c2cc3ccccc3[nH]c-2c2ccccc12
entry no.	17	18	19	20	21	22	23	24
Statin myotox sup	1	0	-7	9	0	nt	17	-19
S100A4 inh HTS	5	-8	-5	-1	3	0	-3	-2
SIRT5 block	-17	-2	3	0	-3	-2	nt	6
PglD DTNB	3	2	-5	4	-6	nt	-2	nt
E-selectin induc	nt	0.5	2.4	-0.2	nt	nt	0.2	2.7
ERp5 inh	3	4	-6	-10	3	-7	2	-7
DENV2 CPE	-4	-4	nt	2	7	-2	-9	6

25	CCCCNC(=O)c1onc(CSc2ccc(F)c(F)c2)c1C(=O)O
26	CC(C)(C)N(Cc1ccccc1)C(=O)COC(=O)c1ccc2ccccc2n1
27	CSC1=NCCN1S(=O)(=O)c1ccc2ccccc2c1
28	COCc1cc(CN2CCCC(C(=O)Nc3cccc(-n4cnnn4)c3)C2)ccc1OC (configuration not stated)
29	COc1ccc(CN(C)C[C@@H]2Oc3ccc(NS(=O)(=O)c4ccccc4)cc3CC(=O)N([C@H](C)CO)C[C@H]2C)cc1
30	Cc1c(NC(=O)CSc2ccc(Cl)cc2)cccc1-c1nc2ncccc2o1
31	CO[C@@H]1CN(C)C(=O)c2cc(NC(=O)c3ccccc3)ccc2OC[C@H](C)N(C(=O)CN(C)C)C[C@H]1C
32	COc1cccc(-c2cnc3c(c2)C(=O)N([C@H](C)CO)C[C@@H](C)[C@@H](CN(C)Cc2ccccc2)O3)c1
entry no.	25	26	27	28	29	30	31	32
Statin myotox sup	-6	6	nt	0	?	2	5	40
S100A4 inh HTS	-3	4	0	-3	134*	-8	-1	-7
SIRT5 block	nt	-7	0	-1	5	0	-2	2
PglD DTNB	-2	2	nt	1	5	-17	0	5
E-selectin induc	-0.2	-0.3	nt	-1.6	-0.5	nt	0.0	0.0
ERp5 inh	-3	-1	-4	0	-2	4	2	0
DENV2 CPE	16	6	1	-13	15	2	-4	4

# Six compounds already listed, ordered by formula weight, lowest first:
26	CC(C)(C)N(Cc1ccccc1)C(=O)COC(=O)c1ccc2ccccc2n1
30	Cc1c(NC(=O)CSc2ccc(Cl)cc2)cccc1-c1nc2ncccc2o1
28	COCc1cc(CN2CCCC(C(=O)Nc3cccc(-n4cnnn4)c3)C2)ccc1OC (configuration not stated)
32	COc1cccc(-c2cnc3c(c2)C(=O)N([C@H](C)CO)C[C@@H](C)[C@@H](CN(C)Cc2ccccc2)O3)c1
31	CO[C@@H]1CN(C)C(=O)c2cc(NC(=O)c3ccccc3)ccc2OC[C@H](C)N(C(=O)CN(C)C)C[C@H]1C
29	COc1ccc(CN(C)C[C@@H]2Oc3ccc(NS(=O)(=O)c4ccccc4)cc3CC(=O)N([C@H](C)CO)C[C@H]2C)cc1
entry no.	26	30	28	32	31	29
Statin myotox sup	6	2	0	40	5	?
S100A4 inh HTS	4	-8	-3	-7	-1	134*
SIRT5 block	-7	0	-1	2	-2	5
PglD DTNB	2	-17	1	5	0	5
E-selectin induc	-0.3	nt	-1.6	0.0	0.0	-0.5
ERp5 inh	-1	4	0	0	2	-2
DENV2 CPE	6	2	-13	4	-4	15

# Next structures
33	COc1ccc(S(=O)(=O)N2CCOC2CNC(=O)C(=O)NCc2ccc(F)cc2)cc1OC (configuration not stated)
34	O=C(COC(=O)CCC(=O)c1ccc(Cl)cc1)NCc1ccco1
35	Cc1nnc2sc(SCc3cccc(Cl)c3)nn2c1=O
36	C[C@@H]1CN([C@@H](C)CO)C(=O)c2cccc(NC(=O)c3ccncc3)c2O[C@@H]1CN(C)S(=O)(=O)c1cn(C)cn1
37	CN(Cc1ccon1)Cc1cn(Cc2ccccc2)nc1-c1ccc2c(c1)OCO2
38	C[C@@H]1CN([C@@H](C)CO)C(=O)c2cccc(NS(=O)(=O)c3cccs3)c2O[C@@H]1CN(C)Cc1ccc(-c2ccccc2)cc1
39	CC1(C(=O)NS(=O)(=O)c2ccccc2)CCN1C(=O)Cc1ccc(Cl)cc1Cl (configuration not stated)
40	Cc1c(C(=O)c2ccc(F)cc2F)c2ccccn2c1CCC#N
entry no.	33	34	35	36	37	38	39	40
Statin myotox sup	nt	nt	9	-5	nt	34	-2	nt
S100A4 inh HTS	0	-12	-9	-5	3	-43	-12	-1
SIRT5 block	-1	7	2	-7	-3	0	-1	2
PglD DTNB	6	nt	2	6	nt	0	3	5
E-selectin induc	2.3	nt	-0.3	-1.8	nt	0.6	0.0	nt
ERp5 inh	2	-6	3	6	1	3	2	5
DENV2 CPE	7	-1	0	-5	-4	13	-7	-6

41	C[C@@H]1CN([C@@H](C)CO)C(=O)c2cc(NS(=O)(=O)c3ccccc3)ccc2O[C@H]1CN(C)Cc1ccc(-c2ccccc2)cc1
42	CCCCn1c(N)c(N(CCOC)C(=O)CSc2nnc(-c3ccc(C(C)(C)C)cc3)n2N)c(=O)[nH]c1=O
43	O=C(C[C@H]1C[C@@H]2c3cc(NC(=O)NC4CCCC4)ccc3O[C@@H]2[C@@H](CO)O1)NCCN1CCCCC1
44	COn1c(=O)c(-c2ccccc2)[n+]([O-])c2ccccc21
45	CCN(c1ccccc1)S(=O)(=O)c1ccc(C(=O)NCCCn2ccnc2)cc1
46	CCOc1ccc(NC(C)=O)cc1
47	COc1ccc(CNC(=O)CN2C(=O)CC(c3ccccc3)=Nc3ccccc32)cc1
48	COCCn1c(=S)[nH]c2cc(C(=O)NCCc3ccccc3)ccc2c1=O
entry no.	41	42	43	44	45	46	47	48
Statin myotox sup	-19	nt	-7	5	6	3	nt	-8
S100A4 inh HTS	-22	0	-4	-10	-7	-1	9	-1
SIRT5 block	12	2	0	0	-2	-2	0	-2
PglD DTNB	4	nt	-1	-7	3	0	nt	-4
E-selectin induc	0.8	0.2	-0.5	nt	nt	0.1	6.5	0.5
ERp5 inh	-6	0	-7	5	2	1	3	7
DENV2 CPE	8	-1	3	-6	-6	-3	-3	3

49	CCOC(=O)c1ccc(-n2c(N)c(C(=O)NCc3ccco3)sc2=S)cc1
50	CC(C)(C)c1ccc(C(=O)NCc2nnc(SCC(=O)NC3CCCC3)o2)cc1
51	CCN(CC(=O)Nc1ccc(NC(C)=O)cc1)C(=O)Cc1coc2cc(C)c(C)cc12
52	Cc1noc(C)c1NC(=O)N(C)C[C@H]1Oc2ncc(C#CC3CCCCC3)cc2C(=O)N([C@H](C)CO)C[C@@H]1C
53	C[C@H]1CN=C(Nc2ccccc2)N1CC1CCCCCC1
54	N#Cc1c(-c2ccc([N+](=O)[O-])cc2)nc2n(c1=O)CCS2
55	O=C(C[C@H]1CC[C@@H]2[C@H](COC[C@H](O)CN2Cc2ccccc2F)O1)NCc1ccccc1F
56	CN(C)CC(=O)Nc1ccc2c(c1)[C@@H]1C[C@H](CC(=O)NC3CCCC3)O[C@@H](CO)[C@@H]1O2
entry no.	49	50	51	52	53	54	55	56
Statin myotox sup	18	4	4	1	-8	23	-6	-2
S100A4 inh HTS	-2	1	0	18	-1	-3	-7	1
SIRT5 block	1	-3	1	-2	-5	-2	0	-3
PglD DTNB	2	-1	-3	0	2	-1	-5	1
E-selectin induc	nt	-0.3	-0.1	0.0	-0.1	0.4	-0.1	-0.1
ERp5 inh	6	-5	-3	6	3	0	-1	1
DENV2 CPE	-1	1	8	1	20	17	-6	2

57	CN1CCN(C(=O)CN(C)S(=O)(=O)c2ccc3ccccc3c2)CC1
58	CCCCCCC(C)n1[nH]c(=O)c2c(C)cc(C)nc21 (configuration not stated)
59	COCC(=O)N(C)C[C@H]1Oc2ncc(C#Cc3ccccc3OC)cc2C(=O)N([C@@H](C)CO)C[C@H]1C
60	O=C(Nc1ccncc1)Nc1cccc(Cl)c1
entry no.	57	58	59	60
Statin myotox sup	nt	nt	nt	-11
S100A4 inh HTS	-12	5	-2	-2
SIRT5 block	4	4	2	-4
PglD DTNB	nt	nt	2	0
E-selectin induc	nt	8.1	0.0	3.2
ERp5 inh	4	-2	6	10
DENV2 CPE	3	-3	16	-4

# Reformatted with two lines to a compound: part of the list above.
# Values in the order: Statin myotox sup	S100A4 inh HTS	SIRT5 block	PglD DTNB	E-selectin induc	ERp5 inh	DENV2 CPE
(11) CCC(=O)N1C[C@H](O)COC[C@H]2O[C@@H](CC(=O)N3CCCCC3)CC[C@@H]21
    4	13	-1	4	0.2	1	8
(25) CCCCNC(=O)c1onc(CSc2ccc(F)c(F)c2)c1C(=O)O
    -6	-3	nt	-2	-0.2	-3	16

# The list is partial, so the mix of outcomes need not match the whole.
